Compound activity: PubChem, National Center for Advancing Translational Sciences (NCATS)
IL-1B inflam inh = inflammasome signaling inhibition, IL-1 beta readout; THP-1 LPS/ATP IL-1B secretion, AlphaLISA, 16 h; stronger effect = lower value; 360,000 compounds, 4.7% hits; activity change, % at 57.5 µM; in the data active = activity change below about -50%; inconclusive = mostly about -30% to -49%; note: % is set by controls: 0 for no effect and ±100 for the full control effect
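Secreted IL-1B measured by AlphaLISA bead assay after 16 h compound exposure of THP-1 cells; compounds (final up to 57.5 uM) added 1 h before LPS (250 ng/mL) and ATP (1.25 mM) stimulation; lower signal means less secretion.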
HT1080 IDH1KD tx = toxicity to HT-1080 IDH1 knockdown cells (counter line); 360,000 compounds, 2% hits; HT-1080 IDH1 knockdown viability, ATP luminescence, 48 h; Potency, µM (highest dose often 46.1 µM), without a hit: top-dose activity, negative = toxicity, hits mostly cytotoxic;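 note: potency is the fitted concentration of half-maximal effect; 0% = DMSO wells and -100% = cell-free medium wells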
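After a 2 h attachment period, IDH1KD HT-1080 cells took pin-transferred compound for 48 h at 37 °C; ATP-based luminescence after 10 min room-temperature reagent incubation reported viability.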
WRN inhibitor = inhibitors of human WRN helicase. WRN helicase unwinding, fluorescent forked duplex, kinetic. Potency, µM (series often up to 114 µM), without a hit: at the highest dose activity change, negative = inhibition, usual class: inhibitors. 360,000 compounds, 0.46% hits. AID 651768; note: potency is the fitted concentration of half-maximal effect; % is set by controls: 0 for no effect and ±100 for the full control effect; nearly all actives have a fitted effect of over 55% in size
Target sequence (Q14191 whole entry, looked up): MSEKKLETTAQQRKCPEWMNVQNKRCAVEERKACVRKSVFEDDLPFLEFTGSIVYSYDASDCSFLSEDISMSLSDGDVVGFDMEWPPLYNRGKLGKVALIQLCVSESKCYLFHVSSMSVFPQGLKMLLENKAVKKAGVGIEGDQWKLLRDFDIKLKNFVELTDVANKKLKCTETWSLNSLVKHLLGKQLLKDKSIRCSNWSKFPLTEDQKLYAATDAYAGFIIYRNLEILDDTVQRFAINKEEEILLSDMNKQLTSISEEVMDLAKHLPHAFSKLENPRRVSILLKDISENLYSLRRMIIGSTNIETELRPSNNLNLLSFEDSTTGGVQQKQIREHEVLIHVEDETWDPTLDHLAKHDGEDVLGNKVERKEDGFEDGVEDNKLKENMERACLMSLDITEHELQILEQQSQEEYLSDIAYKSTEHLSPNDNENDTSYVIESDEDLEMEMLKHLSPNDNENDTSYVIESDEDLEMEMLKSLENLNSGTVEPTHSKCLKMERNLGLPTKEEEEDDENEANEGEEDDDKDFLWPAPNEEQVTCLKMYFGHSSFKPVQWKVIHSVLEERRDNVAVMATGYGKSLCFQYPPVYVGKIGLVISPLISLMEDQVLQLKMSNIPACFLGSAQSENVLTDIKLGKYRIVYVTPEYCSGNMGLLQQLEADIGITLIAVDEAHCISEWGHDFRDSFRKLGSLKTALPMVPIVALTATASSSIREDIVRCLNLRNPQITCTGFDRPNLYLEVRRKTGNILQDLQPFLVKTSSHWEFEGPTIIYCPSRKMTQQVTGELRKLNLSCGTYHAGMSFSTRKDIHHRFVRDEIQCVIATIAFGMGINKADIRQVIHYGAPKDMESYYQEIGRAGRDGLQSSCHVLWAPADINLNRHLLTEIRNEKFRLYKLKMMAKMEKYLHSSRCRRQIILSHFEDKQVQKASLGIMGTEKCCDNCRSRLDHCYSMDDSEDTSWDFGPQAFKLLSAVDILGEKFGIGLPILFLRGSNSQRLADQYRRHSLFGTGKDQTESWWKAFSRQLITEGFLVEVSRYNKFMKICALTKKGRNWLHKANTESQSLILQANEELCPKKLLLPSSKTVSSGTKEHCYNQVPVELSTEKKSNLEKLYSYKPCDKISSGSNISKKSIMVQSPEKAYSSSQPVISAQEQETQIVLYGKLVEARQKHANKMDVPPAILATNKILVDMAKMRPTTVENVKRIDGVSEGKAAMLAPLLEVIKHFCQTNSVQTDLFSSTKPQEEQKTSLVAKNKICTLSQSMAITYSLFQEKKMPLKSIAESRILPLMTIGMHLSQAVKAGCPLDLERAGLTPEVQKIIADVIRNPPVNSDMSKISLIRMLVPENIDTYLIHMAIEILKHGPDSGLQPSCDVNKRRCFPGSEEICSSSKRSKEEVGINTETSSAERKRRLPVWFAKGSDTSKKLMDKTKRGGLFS
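Kinetic fluorescence helicase assay: unwinding of a quenched forked DNA duplex (100 nM final) with 2 mM ATP final raises red fluorescence (525/598 nm). Compounds sat 15 min at room temperature with 20 nM WRN beforehand.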
SW480 rereplic = inducers of DNA re-replication in SW480 colon cancer cells; SW480 DNA re-replication, Hoechst DNA content imaging, 48 h; Potency, µM (series often up to 46.1 µM), for inactives: at the top dose re-replication activation, actives largely listed as activators; 340,000 compounds, 1.8% hits; note: potency is the fitted concentration of half-maximal effect; % of control where 0% means no effect; nearly all actives have a fitted effect of over 55% in size
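First, 250 cells per well were seeded. Next, compound or vehicle (23 nL) was pinned in, plates sat 48 hr at 37 C. Finally Hoechst was added for 40 min before fluorescence scanning.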
KB-V1 cytotox = KB-V1 MDR subline cytotoxicity; KB-V1 MDR cells viability, CellTiter-Glo, 72 h; Potency, µM (series often up to 46.1 µM), inactives show at the highest dose activity change, negative = cytotoxicity, most hits filed as cytotoxic; 400,000 compounds, 3.4% hits; note: potency is the fitted concentration of half-maximal effect; % is set by controls: 0 for no effect and ±100 for the full control effect; nearly all actives have a fitted effect of over 60% in size
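Following 72 h at 37 degrees C with compound, KB-V1 cell viability was read by CellTiter-Glo luminescence, medium being phenol-red-free DMEM plus 10% FBS; concentration-response parameters came from normalized, curve-fitted qHTS data.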
HT1080NT lethal = kills 2HG-producing HT-1080-NT fibrosarcoma cells | HT-1080-NT fibrosarcoma viability, CellTiter-Glo ATP luminescence, 48 h | Potency, µM (series often up to 46.1 µM), for the others: at the highest dose activity, negative = less viability, most hits filed as cytotoxic | 360,000 compounds, 1.6% hits | AID 686970;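 note: NT is the 2HG producing partner of a matched IDH1 knockdown line; potency is the fitted concentration of half-maximal effect; 0% = DMSO-treated cells and -100% = media-only wells without cells; nearly all actives have a fitted effect of over 55% in size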
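HT-1080-NT fibrosarcoma cells (2HG-overproducing), 750 cells/well in RPMI with 5% FBS, dosed after 2 h and incubated 48 h at 37C. CellTiter-Glo luminescence normalized to DMSO and no-cell wells; concentration-response curves fitted and classed.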
ATXN2 expr inh = ATXN2 expression inhibition. HEK-293 ATXN2-luciferase reporter, luminescence, 24 h. Potency, µM (doses to about 57 µM), inactives show top-dose activity change, negative = inhibition, actives largely listed as inhibitors. 360,000 compounds, 0.72% hits. AID 1745845; note: potency is the fitted concentration of half-maximal effect; % is set by controls: 0 for no effect and ±100 for the full control effect; nearly all actives have a fitted effect of over 55% in size
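qHTS (up to 57 uM final) was run with 24 h compound exposure of reporter cells at 37 °C. Each well was multiplexed: SteadyGlo luminescence measured ATXN2-luciferase expression after a fluorogenic Gly-Phe-AFC viability readout (25 uM final).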
KB-3-1 cytotox = KB-3-1 parental cell cytotoxicity; KB-3-1 viability, CellTiter-Glo ATP luminescence, 72 h; Potency, µM (doses to about 46.1 µM), for inactives: at the top dose activity change, negative = cytotoxic, actives largely listed as cytotoxic; 400,000 compounds, 1.4% hits; note: potency is the fitted concentration of half-maximal effect; % is set by controls: 0 for no effect and ±100 for the full control effect; nearly all actives have a fitted effect of over 60% in size
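Multi-concentration cytotoxicity screen in KB-3-1 cells grown in DMEM lacking phenol red with 10% FBS. After 72 h at 37 °C with compound, ATP-dependent luminescence was recorded.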
MCF10A rereplic = inducers of DNA re-replication in MCF 10A breast cells; MCF 10A DNA re-replication, Hoechst nuclear intensity, 48 h; Potency, µM (series often up to 46.1 µM), without a hit: top-dose activity, positive = re-replication, usual class: activators; 350,000 compounds, 2.9% hits; AID 624296; note: potency is the fitted concentration of half-maximal effect; % of control where 0% means no effect; nearly all actives have a fitted effect of over 50% in size
* hit, by the source's call; ? = inconclusive; nt = not tested or not shown; [ ] = dose if it differs, or a comment. Unless noted, calls come from the whole dose curve; as a rule, active = well fitted curve in the direction sought with a large enough effect; inconclusive = small, poorly fitted or top-dose-only effect, or another doubt; inactive = no such curve, though single readings can be large; an effect the other way counts as inactive or inconclusive.

SMILES	IL-1B inflam inh	HT1080 IDH1KD tx	WRN inhibitor	SW480 rereplic	KB-V1 cytotox	HT1080NT lethal	ATXN2 expr inh	KB-3-1 cytotox	MCF10A rereplic
Cc1cc(C(=O)NCCN2C(=O)S/C(=C\c3cccs3)C2=O)ccc1[N+](=O)[O-]	-14	-3%	1%	-3%	-7%	0%	22%	?	?
NC(=O)C1(NC(=O)[C@@H]2CC3(CC(c4cccc(NC(=O)[C@@H]5CCC(=O)N5)c4)=NO3)CN2C(=O)Cc2ccc(Cl)cc2)CC1 (stereo partly specified)	-1	25%	4%	-8%	18%	20%	7%	13%	-15%
Cc1ccccc1NC(=O)c1sc(Cl)nc1C	-17	15%	2%	5%	0%	12%	-19%	8%	4%
CC(=O)Nc1ccc(N=Cc2ccc(OCc3ccccc3)cc2)cc1	0	13%	-25%	nt	1%	2%	9%	11%	1%
O=C(CSc1nccn1Cc1ccccc1)Nc1ccccc1	-1	-8%	-31%	-8%	nt	-2%	5%	nt	-2%
N#C/C(=C\c1ccc(O)c(O)c1)C(=O)N1CCCC1	31	-14%	2%[11.6 µM]	0%	-26%	?	-13%	?	-3%
COCC(=O)Nc1ccccc1Br	36	0%	8%	2%	-2%	1%	-1%	-6%	-1%
CC(=O)c1ccc(N2CCN(C(=O)CN(C)S(=O)(=O)c3cnc[nH]3)CC2)cc1	35	12%	0%	-9%	0%	15%	5%[11.3 µM]	4%	-3%
Cc1cccc(C(=O)N2CCC[C@H]2C(=O)N2CCC[C@H]2C(=O)NCc2ccncc2)c1	36	3%	-5%	nt	-16%	11%	-8%	5%	nt
O=C(NCc1ccccc1)C1=C[C@H](c2ccc(Br)cc2)C[C@H](OCc2ccc(CO)cc2)O1	10	-1%	2%	-1%	1%	-3%	-21%	-14%	?
O=C(OCCNc1ccc(C(F)(F)F)cc1[N+](=O)[O-])c1cc2ccccc2oc1=O	18	12%	-8%	-4%	-22%	11%	3%	-12%	-3%
COc1ccccc1Nc1nc(-c2cccs2)cs1	-8	2%	-12%	9%	0%	1%	115%[activator]	2%	-4%
Cc1sc(-n2cccc2)c(C(=O)O)c1C	31	2%	-24%[57.1 µM]	-1%	0%	-1%	2%	6%	0%
Cc1cccc(C(=O)NCC(=O)NC2CCN(Cc3ccccc3)CC2)c1	-8	-3%	-30%	-2%	-18%	-5%	-3%	1%	4%
COC(=O)c1[nH]c2ccc(C)cc2c1NC(=O)CCN1CCN(Cc2ccc3c(c2)OCO3)CC1	-16	?	2%	-1%	-31%	?	-28%	5%	0%
CS(=O)(=O)Nc1ccc(C(=O)NCc2ccc3c(c2)OCO3)cc1	-3	-1%	1%	-5%	14%	16%	2%	7%	0%
Oc1ccc(-c2nc3ccccc3s2)c(O)c1	33	?	9%	6%	?	-1%	82%[activator]	-19%	22%
O=C(c1ccccc1)n1nnc2ccccc21	2	0%	16%	4%	-4%	-3%	1%	6%	1%
O=C1CCCC/C1=C\Nc1ccccc1C(=O)O	-7	1%	-15%	-8%	8%	6%	1%	-1%	2%
CN(C)CCCN(C(=O)c1ccc(S(=O)(=O)N2CCc3ccccc32)cc1)c1nc2c(Cl)cccc2s1	-83*	?	-4%	?	?	?	?	?	?
COc1ccccc1CNC(=O)COC(=O)c1ccco1	-5	0%	4%	2%	11%	2%	nt	-3%	10%
Cc1ccc(C(=O)NNC(=O)CSc2nnc3c(n2)[nH]c2ccc(F)cc23)cc1	9	0%	-14%	-7%	0%	4%	?	?	3%
CCCCn1nc2cc(C(=O)NCc3ccccc3)ccc2c1OCC	?	3%	4%	-10%	-12%	2%	-7%	11%	9%
CC(=O)Nc1cc(-c2ccsc2)cn2c(-c3ccc(F)cc3)cnc12	-10	?	-1%	nt	0%	?	-2%	0%	nt
COc1ccc(S(=O)(=O)Nc2ccc(Cl)cn2)cc1	3	-5%	0%[57.1 µM]	0%	0%	-13%	-34%	-3%	-1%
O=S(=O)(NCCc1csc(-c2cccnc2)n1)c1ccc(F)cc1	16	13%	-18%	1%	-30%	0%	-8%	5%	0%
CCn1ncc(/C=C/C(=O)C2CC2)c1C	-26	2%	9%	0%	-5%	24%	23%	-6%	6%
Nc1ccc(NC(=O)c2cccs2)c(Cl)c1	-28	3%	-8%	?	-2%	5%	51%[activator]	24%	?
O=C(O)c1cc(-c2cccc3ccccc23)nc2ccccc12	37	-17%	8%	0%	-25%	-2%	-4%	-21%	8%
COc1ccc(NC(=O)CNc2cc(S(=O)(=O)N3CCOCC3)ccc2N2CCOCC2)c(OC)c1	-27	3%	6%	-8%	-5%	2%	2%	13%	?
Cc1c(C)n(Cc2ccccc2)c2ccc(C(=O)NCCN3CCOCC3)cc12	7	-21%	9%	17%	-30%	-26%	-8%	-4%	11%
CCOC(=O)CCSc1nc(C)c2cc(C)ccc2n1	-14	-1%	-8%	-2%	-4%	3%	69%[activator]	2%	-5%
CCCC(=O)Nc1nn(C)c2nc3c(C)cccc3cc12	35	9%	-1%	?	-3%	6%	-1%	22%	?
Cc1ccc(NC(=O)OCCNC(=O)c2ccncc2)cc1	47	13%	-2%	-10%	-20%	2%	nt	1%	-3%
Fc1ccc(-c2nnc(Cc3nnc(-c4ccc(F)cc4)o3)o2)cc1	-11	-3%	-5%	-4%	-17%	6%[9.24 µM]	-7%	4%	-1%
NC(=O)CC(NC(=O)c1ccccc1)c1ccc(NCCOc2ccccc2)c([N+](=O)[O-])c1 (stereo unspecified)	-2	4%	19%	-5%	13%	1%	-9%	6%	1%
O=C1NC(=S)NC1=Cc1ccccc1O	12	2%	-5%	0%	17%	17%	5%	-3%	-3%
CSc1nc2ccc(NC(=O)c3c(-c4ccccc4)noc3C)cc2s1	-65*	-12%	-13%	25%	-5%	-4%	-31%	17%	-3%
CC(C)COc1ccc(-c2nnn(CC(=O)N3CCCC3)n2)cc1	40	-12%	2%	-3%	-18%	1%	32%[activator]	-5%	8%
CN(c1ccccc1)S(=O)(=O)c1cccc(NC(=O)Cc2ccc(Cl)cc2)c1	-55*	-19%	?	-1%	5.8µM*	?	-15%	23µM*	?
Cc1nn2c(NCCCN(C)C)c3c(nc2c1-c1ccccc1)CCCC3	-22	?	-4%	-59%[inhibitor]	?	?	?	-12%	2%
CNC[C@H]1Oc2c(NS(=O)(=O)c3ccc(OC)cc3)cccc2C(=O)N([C@H](C)CO)C[C@H]1C	0	11%	-1%	4%[9.22 µM]	0%	6%	5%	-2%	1%
CC[C@]1(c2ccccc2OC)C(=O)N(C(=O)OC)N1C(=O)OC	-77*	-12%	0%	23µM*	16%	1%	0%	0%	-46%[inhibitor]
CC/C(=N\Nc1ccnc2cc(Cl)ccc12)c1ccc(O)cc1	-20	16µM*	-4%	?	-17%	18µM*	-38%	?	?
Cc1nc(Nc2ccccc2F)c2nnn(Cc3ccccc3Cl)c2n1	-4	0%	1%	3%	?	11%	nt	0%	16%
Cc1ccc(C23CC4CC(CC(C(=O)NN)(C4)C2)C3)cc1	0	-8%	-13%	-21%	8%	-9%	?	2%	?
COc1ccc(F)cc1C(=O)C1CCCN(C(=O)c2cccc(N(C)C)c2)C1 (stereo unspecified)	10	0%	-1%	-8%	-19%	-2%	-2%	-11%	-2%
CN1CCN(C(=S)SCC(=O)N2CCCc3ccccc32)CC1	-3	0%	-28%	-4%	nt	-1%	-10%	nt	16%
Cc1cccc(C)c1NC(=O)C(NC(=O)CN1C(=O)c2ccccc2C1=O)c1ccccc1 (stereo unspecified)	-6	11%	-8%	0%	-22%	0%	-14%	-1%	-10%
COc1ccc(/C=N/O)cc1COc1ccc(NC(C)=O)cc1	-11	3%	10%	0%	-19%	10%	0%	9%	11%
Following part.
SMILES	IL-1B inflam inh	HT1080 IDH1KD tx	WRN inhibitor	SW480 rereplic	KB-V1 cytotox	HT1080NT lethal	ATXN2 expr inh	KB-3-1 cytotox	MCF10A rereplic
O=C(O)c1ccccc1N1C(=O)C2C3CCC(C3)C2C1=O (stereo unspecified)	-5	3%	0%	0%	5%	12%	-11%	14%	5%
NC(=O)c1ccccc1NC(=O)/C=C/c1ccccc1	-12	2%	1%	1%	?	12%	62%[activator]	-6%	12%
Cn1c(SCC(=O)NCC2CCCO2)nnc1-c1c[nH]c2ccccc12 (stereo unspecified)	-7	13%	-4%	-19%	10%	8%	0%	4%	-2%
CC1CCCCC1NC(=O)c1nnc(Cc2ccc(Cl)cc2)o1 (stereo unspecified)	-11	1%	3%	5%	-1%	-2%	1%	3%	-1%
NC(=O)CC[C@@H]1NC(=O)[C@@H]2CCCN2C(=O)c2cc([N+](=O)[O-])cc(I)c2NCCC[C@@H](C(=O)NC(CC(=O)O)C(N)=O)NC1=O (stereo partly specified)	22	4%	5%	-16%	0%	9%	4%	9%	-15%
O=C(NCc1ccccc1Cl)c1csc([C@@H]2O[C@H](CO)[C@@H](O)[C@H]2O)n1	7	0%	5%	nt	12%	6%	7%	0%	nt
CC(C)C(=O)NNC(=O)c1csc(CS(=O)(=O)c2ccc(Cl)cc2)n1	11	6%	-3%	-17%	4%	4%	-15%	13%	-1%
O=S(=O)(c1ccsc1)N1CC=C(c2ccccc2)CC1	-3	-6%	3%	6%	-7%	-3%	-5%	-6%	1%
Cc1cc(NS(=O)(=O)c2ccc(C(C)C)cc2)no1	52	8%	-20%	1%	?	0%	-11%	6%	-1%
CCn1c(=O)c([N+](=O)[O-])c(NCCN(C)C)c2ccccc21	-20	-1%	-9%	-42%[inhibitor]	-3%	8%	4%	1%	-3%
